Screening results as filed in PubChem BioAssay.
DYRK1A inh: blocks rat Dyrk1A kinase activity; Q63470; 0.43% of 310,000 active; inhibition, % at 12.5 µM; AID 504441; ADP-Glo luminescence, NFATc1 peptide; in the data active = inhibition above about 50%;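 also: plate controls were vehicle with enzyme for no effect and no enzyme for full effect; many of its hits are not listed in these tables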
KCNK3 block: human KCNK3 channel inhibition, primary screen; O14649; 0.84% of 340,000 active; CHO-KCNK3 thallium flux, FluxOR fluorescence; hits give low values; B-score at 10 µM;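 active = B-score under library mean minus 4 SD, starting fluorescence ratio at most library mean plus 5 SD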;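 also: more negative B-score means stronger inhibition of thallium flux through KCNK3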
Target sequence (O14649 whole entry, looked up): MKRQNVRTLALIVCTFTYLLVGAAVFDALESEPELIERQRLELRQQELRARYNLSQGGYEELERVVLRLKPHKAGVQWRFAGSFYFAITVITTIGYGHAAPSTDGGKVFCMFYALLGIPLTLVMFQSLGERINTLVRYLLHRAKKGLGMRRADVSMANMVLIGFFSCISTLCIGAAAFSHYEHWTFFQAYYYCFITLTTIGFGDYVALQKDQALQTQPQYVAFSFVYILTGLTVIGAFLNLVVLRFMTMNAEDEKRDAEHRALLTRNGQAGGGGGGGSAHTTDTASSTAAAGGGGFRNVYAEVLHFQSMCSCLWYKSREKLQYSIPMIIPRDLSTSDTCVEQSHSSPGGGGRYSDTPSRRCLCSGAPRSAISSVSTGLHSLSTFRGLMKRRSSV
Numbers without * were called inactive; i = inactive.

SMILES	DYRK1A inh	KCNK3 block
Cc1cc(C)c(OCC(=O)Nc2nnc(C3CC3)s2)c(C)c1	4	i
Cc1nnc(NC(=O)c2ccc3ccccc3c2)o1	1	i
CC(=O)c1ccc(NC(=O)COC(=O)Cn2cnc3ccccc32)cc1	-2	i
OCC(O)C1OC(Oc2ccccc2)C(O)C(O)C1O (stereo not drawn)	1	i
CC1(c2ccc3ccccc3c2)NC(=O)N(CC(=O)N2CCN(Cc3ccccc3)CC2)C1=O (stereo not drawn)	-3	i
C[C@H]1CN([C@@H](C)CO)C(=O)Cc2cc(NC(=O)CCC(F)(F)F)ccc2O[C@H]1CN(C)S(=O)(=O)c1ccc(F)cc1	7	i
Cc1nc2ccccc2nc1N1CCCCC1	9	i
O=C(COc1ccc2ccccc2c1)Nc1nc2ccccc2[nH]1	-1	i
Nc1cc2c(cc1Cl)-c1ccccc1C2	6	i
Cc1ccc(NC(=O)c2ncn(CCCNCc3ccc4c(c3)OCO4)n2)cc1C	-9	i
CN(CC(=O)Nc1ccccc1C(F)(F)F)C(=O)C1CC1	1	i
O=C1CCCC(NCCCCCCNC2=C([N+](=O)[O-])C(=O)CCC2)=C1[N+](=O)[O-]	5	i
Cc1c(O)c(=O)n(-c2ccccc2)n1C	-9	i
CC1CCN(C(=O)c2nc[nH]c2C(=O)OCCNC(=O)OC(C)(C)C)CC1	7	i
O=S(=O)(Cc1ccc(Cl)cc1Cl)c1ccc(Cl)cc1	-1	i
Cc1ccc(NC(=O)COC(=O)CCc2c[nH]c3ccccc23)c(C)c1	-4	i
CCC(C)c1ccccc1NC(=O)COc1ccc(-c2nnco2)cc1 (stereo not drawn)	-4	i
NC(=O)COc1ccc(C(=O)NCC2(N3CCOCC3)CCCCC2)cc1	0	i
Cc1nc(SCC(=O)N(CC(C)C)C2CCS(=O)(=O)C2)c(C#N)c(C)c1C (stereo not drawn)	1	i
CC(C)c1ccc(NC(=O)COC(=O)c2ccc(CN3CCCC3=O)cc2)cc1	7	i
O=C(c1cc(-c2ccc(F)cc2)nc2ccccc12)N1CCC1	1	i
CC1(NC(=O)Cc2csc(-c3cccc(Cl)c3)n2)CCS(=O)(=O)C1 (stereo not drawn)	0	i
Cc1csc(SCC(=O)Nc2ccccc2C)n1	-5	i
C[C@H](CO)N1C[C@H](C)[C@@H](CN(C)S(C)(=O)=O)Oc2ccc(NC(=O)Cn3cnnn3)cc2C1=O	-4	i
C#CCOCCOCCOCCNc1nc(N2CCN(C(=O)[C@H](CCCCN)n3cc(CN)nn3)CC2)nc(N2CCN(C(=O)[C@H](CC(N)=O)n3cc(C(N)[C@H](C)CC)nn3)CC2)n1 (stereo partly drawn)	6	i
(further entries)
SMILES	DYRK1A inh	KCNK3 block
O=C(COC(=O)COc1ccc(Cl)cc1)NC1CCCC1	-4	i
O=C1C=C(c2ccc(Cl)nc2)C[C@@H](c2ccc3c(c2)OCO3)C1	1	i
O=C(COC(=O)c1ccc(O)cc1O)Nc1cccc2ccccc12	10	i
Clc1cccc(-c2ccc3ncnc(NCc4cccs4)c3c2)c1	14	i
CC[C@]12c3[nH]c4ccc(Cl)cc4c3CCN1C(=O)[C@@H](CC(=O)NCc1ccc(OC)c(OC)c1)C[C@@H]2C(=O)N1CCN(C(=O)c2ccco2)CC1	-1	i
CC(=O)Nc1cc([N+](=O)[O-])ccc1OCc1ccccc1	1	i
CNc1ccccc1-c1nc2ccccc2n(C)c1=O	2	i
CN(Cc1ccccc1)C(=O)c1[nH]cnc1C(=O)Nc1ccccc1	18	i
COc1ccc(-c2c(C)cc3oc(=O)cc(-c4ccccc4)c3c2C)cc1F	0	i
O=C(Cc1c(F)cccc1Cl)OCC(=O)N1CCN(c2ccccc2)CC1	2	i
CC(C(=O)N1CCCC1)N1CCN(S(=O)(=O)c2ccc(OC(F)(F)F)cc2)CC1 (stereo not drawn)	2	i
Cc1occc1-c1nnc(SCC(=O)N2CCCC(C)C2)o1 (stereo not drawn)	0	i
Cc1ccc(S(=O)(=O)Nc2cccc(S(=O)(=O)N3CCCC3)c2)cc1C	2	i
CC(C)c1ccc(COC(=O)CN2C(=O)NC3(CCCCC3C)C2=O)cc1 (stereo not drawn)	6	i
CN/N=C(\Cc1nc2ccccc2[nH]1)c1ccc([N+](=O)[O-])cc1	1	i
COc1ccc(NC(=O)COC(=O)CN2C(=O)c3ccccc3C2=O)cc1	6	i
C=CCC[C@H](Cc1ccc(F)cc1)C(=O)OC[C@@H](NC(=O)[C@H](CC=C)CC(=O)NCCO)C(C)(C)C	-1	i
O=C(Cn1nc(C(=O)O)c2ccccc2c1=O)Nc1cc(Cl)ccc1-n1cncn1	-2	i
CCc1sc(C(=O)Nc2ccc3nc(C)sc3c2)cc1C	-2	i
Cc1ccc(C2(c3ccccc3)NC(=O)N(CC(=O)NCc3ccccc3)C2=O)cc1C (stereo not drawn)	-2	i
CCOC(=O)C1=C(COC(=O)c2nc(Cl)ccc2Cl)NC(=O)NC1C (stereo not drawn)	0	i
COc1ccccc1N1CCN(C(c2ccccc2Cl)c2nnnn2C(C)(C)C)CC1 (stereo not drawn)	-2	i
Cc1cc2c(cc1C)N[C@]1(C[C@H]3CCCC(=O)N4CC[C@@H](C1)[C@@H]34)C(=NC(C)(C)CC(C)(C)C)N2	-11	i
O=C(COC(=O)CC1CC2CCC1C2)Nc1ccccc1[N+](=O)[O-] (stereo not drawn)	-2	i
Cc1c(Cl)cnc(NC(=O)COC(=O)C2CC3CCCC(C2)C3=O)c1Cl (stereo not drawn)	-3	i
Other structures:
SMILES	DYRK1A inh	KCNK3 block
N#Cc1cccc(Oc2ccc(S(=O)(=O)N3CCCC3)cn2)c1	9	i
NCCCCc1ccc2ccc3cccc4ccc1c2c34	11	i
COc1ccc(NC(=O)Nc2ccc3c(c2)C(=O)N([C@H](C)CO)C[C@H](C)[C@@H](CN(C)C(=O)Nc2ccc(C(F)(F)F)cc2)O3)cc1	5	i
CCCC(C(=O)NCc1ccccc1)N(C(=O)Cn1nnc(-c2cccs2)n1)c1ccc2c(c1)OCCO2 (stereo not drawn)	14	i
COc1ccc(CCNC(=O)COC(=O)c2cc(=O)c3ccccc3o2)cc1	3	i
CCc1noc(C)c1C(=O)N1CC(C)SC1=Nc1ccc(Cl)cc1 (stereo not drawn)	2	i
Cc1ccc(OCC(=O)OC(C)C(=O)NC2CCCCC2C)cc1C (stereo not drawn)	0	i
C/C=C/C1=CC(=O)C[C@H](c2ccc3c(c2)OCO3)C1	4	i
O=C(N[C@H]1CCC(=O)N([C@H](CSc2ccc(Br)cc2)Cc2ccccc2)CC1)OCc1ccccc1	4	i
O=C1C(O)CCN1Cc1ccccc1 (stereo not drawn)	5	i
COc1ccc2nc(NC(=O)c3c(C)noc3C)sc2c1	9	i
CC1CC(C)(C)CC2(C1)NC(=O)N(CC(=O)OCC(=O)Nc1cc(S(=O)(=O)N3CCCCC3)ccc1Cl)C2=O (stereo not drawn)	5	i
Cc1ccc(S(=O)(=O)N2CCCCC2)cc1NC(=O)CSc1nnc(C2CC2)n1C	-3	i
O=C(Nc1ccc(N2CCOCC2)cc1)C1=NN(c2ccccc2)C(=O)CC1	7	i
Cc1noc(C)c1NC(=O)N(C)C[C@H]1Oc2c(NC(=O)NC(C)C)cccc2C(=O)N([C@H](C)CO)C[C@@H]1C	2	i
Nn1c(SCC(=O)Nc2ccc(N3CCOCC3)cc2)nnc1-c1cccc(F)c1	1	i
O=C1Cc2cc(O)ccc2O1	0	i
O=C1/C(=C\c2ccccc2)CCC/C1=C/c1ccccc1	6	i
COc1ccc([C@H]2CC(=O)C=C(c3ccc(C(=O)O)cc3)C2)cc1OC	4	i
COc1ccc(/C=C/c2c(-c3ccccc3OC)sc3ccccc23)cc1OC	1	i
CN(CC(=O)NCc1ccco1)C(=O)C1CC(=O)N(c2ccc3c(c2)OCCO3)C1 (stereo not drawn)	0	i
NS(=O)(=O)c1cccc(NC(=O)COC(=O)/C=C/c2nc3ccccc3s2)c1	-6	i
CCOC(=O)c1ccc(S(=O)(=O)NNc2ccc(C(F)(F)F)cn2)cc1	1	i
CCCSc1ccc([C@@H]2[C@H]3C(=O)N(CC)C(=O)[C@H]3[C@]3(C(=O)OC)CCCN23)cc1OC	6	i
COc1cc(OC)cc(-c2c(C#Cc3ccsc3)c3cc(-c4ccc(CN5CCOCC5)cc4)ccc3n2C)c1	2	i

Copied from the listing for reference:
SMILES	DYRK1A inh	KCNK3 block
N#Cc1cccc(Oc2ccc(S(=O)(=O)N3CCCC3)cn2)c1	9	i
NCCCCc1ccc2ccc3cccc4ccc1c2c34	11	i
COc1ccc(NC(=O)Nc2ccc3c(c2)C(=O)N([C@H](C)CO)C[C@H](C)[C@@H](CN(C)C(=O)Nc2ccc(C(F)(F)F)cc2)O3)cc1	5	i
CCCC(C(=O)NCc1ccccc1)N(C(=O)Cn1nnc(-c2cccs2)n1)c1ccc2c(c1)OCCO2 (stereo not drawn)	14	i
COc1ccc(CCNC(=O)COC(=O)c2cc(=O)c3ccccc3o2)cc1	3	i
CCc1noc(C)c1C(=O)N1CC(C)SC1=Nc1ccc(Cl)cc1 (stereo not drawn)	2	i
Cc1ccc(OCC(=O)OC(C)C(=O)NC2CCCCC2C)cc1C (stereo not drawn)	0	i
C/C=C/C1=CC(=O)C[C@H](c2ccc3c(c2)OCO3)C1	4	i
O=C(N[C@H]1CCC(=O)N([C@H](CSc2ccc(Br)cc2)Cc2ccccc2)CC1)OCc1ccccc1	4	i
O=C1C(O)CCN1Cc1ccccc1 (stereo not drawn)	5	i
COc1ccc2nc(NC(=O)c3c(C)noc3C)sc2c1	9	i
CC1CC(C)(C)CC2(C1)NC(=O)N(CC(=O)OCC(=O)Nc1cc(S(=O)(=O)N3CCCCC3)ccc1Cl)C2=O (stereo not drawn)	5	i
Cc1ccc(S(=O)(=O)N2CCCCC2)cc1NC(=O)CSc1nnc(C2CC2)n1C	-3	i
O=C(Nc1ccc(N2CCOCC2)cc1)C1=NN(c2ccccc2)C(=O)CC1	7	i
Cc1noc(C)c1NC(=O)N(C)C[C@H]1Oc2c(NC(=O)NC(C)C)cccc2C(=O)N([C@H](C)CO)C[C@@H]1C	2	i
Nn1c(SCC(=O)Nc2ccc(N3CCOCC3)cc2)nnc1-c1cccc(F)c1	1	i
O=C1Cc2cc(O)ccc2O1	0	i

Other results follow:
SMILES	DYRK1A inh	KCNK3 block
CN(C(=O)c1cccc(NC(=O)Cc2ccc(NC(=O)C3CCN(S(=O)(=O)c4cccc([N+](=O)[O-])c4)CC3)cc2)c1)C1CCCC1	-1	i
O=C(c1ccc2nc[nH]c2c1)N1CCN(S(=O)(=O)c2cccc(Cl)c2)CC1	11	i
CCCN(C(=O)COc1ccc(C(C)=O)cc1OC)C1CCS(=O)(=O)C1 (stereo not drawn)	1	i
CCOC(=O)C1=C(COC(=O)C2CC(=O)N(CCc3ccccc3)C2)NC(=O)NC1C (stereo not drawn)	-4	i
CN(C)C(CNC(=O)c1cccc(S(=O)(=O)NCc2ccccc2)c1)c1ccccc1 (stereo not drawn)	-5	i
C[C@@]12C(=O)N(Cc3ccc(Cl)cc3)CC(=O)N1[C@H]1c3ccccc3OC[C@@H]1[C@@H]2c1ccccc1	0	i
Cc1n[nH]c(C)c1NC(=O)CSc1nnnn1-c1cccc(F)c1	-2	i
C=CCN=C(NC#N)SCc1ccccc1Cl	12	i
CCCCCCC(NC(=O)c1ccc(C)cc1)C(=O)O (stereo not drawn)	4	i
O=S(=O)(c1ccccc1F)N1CCN(CCOc2ccccc2)CC1	9	i
CC(C)c1cccc(-c2ccc3c(c2)S(=O)(=O)c2cccc(C(=O)O)c2C3=O)c1	9	i
O=C(Nc1ccccc1)c1nc[nH]c1C(=O)NCCN(CCNC(=O)c1[nH]cnc1C(=O)Nc1ccccc1)CCNC(=O)c1[nH]cnc1C(=O)Nc1ccccc1	11	i
COc1cccc(N2CCN(C(=O)c3ccc4ccccc4c3)CC2)c1	5	i
CCOC(=O)C1=C(C)N(C[C@@H]2CC[C@@H](Cc3ccc(-c4ccccc4)cc3)O2)C(=O)NC1c1ccc(C(F)(F)F)cc1 (stereo partly drawn)	-2	i
NC(=O)C1CCN(C(=O)c2ccc(NS(=O)(=O)c3ccc(F)c(F)c3)cc2)CC1	4	i
CCC(CO)Oc1cc(NC(=O)c2ccc(OC)cc2)c2ncn(C(C)C)c2c1 (stereo not drawn)	9	i
CCCNS(=O)(=O)c1ccc(NC(=O)c2ccccn2)cc1	2	i
COC(=O)[C@H](Cc1ccccc1)NCCCn1cnc(C(=O)Nc2ccc(C)c(C)c2)n1	-1	i
Oc1cccc(-c2nnc(-c3cccc(O)c3)nn2)c1	3	i
CC[C@H](C)[C@@H](C(=O)NCCCCCCCCCCC(=O)N1CCNCC1)n1cc(CCCCN=C(N)N)nn1	-2	i
Cc1noc(C)c1NC(=O)Nc1ccc2c(c1)C(=O)N([C@H](C)CO)C[C@H](C)[C@@H](CN(C)C(=O)Nc1c(C)noc1C)O2	-7	i
O=C(CCCN1C(=O)NC2(CCCC2)C1=O)NCc1ccccc1	-2	i
C[C@H](CO)N1C[C@H](C)[C@@H](CN(C)C(=O)Nc2ccc3c(c2)OCO3)Oc2c(NC(=O)C3CCCCC3)cccc2C1=O	4	i
COc1ccc(C2=CC(c3c(C)nn(-c4ccccc4)c3Cl)n3nnnc3N2)cc1OC (stereo not drawn)	1	i
C[C@@H](NC(=O)/C(C#N)=C/c1ccc(O)c(O)c1)c1ccccc1	16	i
O=C(COC(=O)/C=C/c1ccc(F)cc1)NCC1CCCO1 (stereo not drawn)	-5	i
COCc1ccccc1C1=CC(=O)C[C@H](c2ccc(F)cc2)C1	2	i
CN1C=CC(=O)[C@@H](O)[C@H]1c1ccccc1Br	-4	i

This is a subset; rates above refer to the full screens.
